ANO1 block: inhibitors of mouse TMEM16A calcium-activated chloride channel; Q8BHY3; HEK293 TMEM16A/YFP iodide influx fluorescence, ionomycin; normalized B-score (activity score, 25-100; higher = stronger inhibition) at 10 µM; hit rate 1.2% among 310,000; AID 588511;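 active = ratio plate-corrected score three or more library SD toward inhibition, starting fluorescence score within five deviations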;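 note: score derived from kinetic fluorescence span divided by baseline fluorescence per well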
RGS4 act: potentiators or activators of RGS4 | HEK293 M3R/inducible RGS4, carbachol calcium flux Fluo4; active compounds read low | hit rate 0.92% among 310,000 | B-score at 10 µM;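 active = B-score of the integrated calcium signal more than 4 SD below the library mean, with starting fluorescence not abnormally high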;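 note: negative B-score means reduced calcium response which marks RGS4 activation or potentiation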
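System: HEK293 FlpIn-TREx cells, stable M3R, doxycycline-inducible RGS4. Timing: overnight RGS4 induction, 30 min dye load 37 °C, 20 min compound RT. Also added: carbachol, ECmax concentration. Measured by: Fluo4 fluorescence kinetic imaging of calcium. Evaluation: integrated calcium ratio converted to B score.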
KCNK3 block: human KCNK3 channel inhibition, primary screen; CHO-KCNK3 thallium flux, FluxOR fluorescence; active compounds read low; B-score at 10 µM; hit rate 0.84% among 340,000;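 active = B-score under library mean minus 4 SD, starting fluorescence ratio at most library mean plus 5 SD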;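 note: more negative B-score means stronger inhibition of thallium flux through KCNK3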
Target sequence (O14649 whole entry, looked up): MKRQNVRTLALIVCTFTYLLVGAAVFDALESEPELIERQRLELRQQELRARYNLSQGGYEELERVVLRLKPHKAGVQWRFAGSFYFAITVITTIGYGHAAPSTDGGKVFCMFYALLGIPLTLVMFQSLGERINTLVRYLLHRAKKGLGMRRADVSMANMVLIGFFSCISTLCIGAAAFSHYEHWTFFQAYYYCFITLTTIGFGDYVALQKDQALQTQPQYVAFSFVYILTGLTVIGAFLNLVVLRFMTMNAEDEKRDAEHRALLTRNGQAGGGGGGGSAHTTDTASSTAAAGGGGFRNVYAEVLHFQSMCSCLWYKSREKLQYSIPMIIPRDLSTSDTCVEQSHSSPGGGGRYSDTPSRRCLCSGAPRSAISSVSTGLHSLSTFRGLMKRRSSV
RGS4 inh: inhibitors of human RGS4; hit rate 0.45% among 310,000; P49798; B-score at 10 µM; AID 463165; HEK293 M3R/RGS4 inducible, Fluo-4 calcium flux; active compounds read high; triggered by carbachol at its EC20;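 active = B-score, a plate-corrected calcium signal, over three deviations above library mean, with baseline fluorescence within five deviations of library mean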;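 note: RGS4 expression induced by doxycycline in cells with stable M3 receptor; B-score is computed from the integrated fluorescence ratio over baseline after carbachol; higher B-score means a larger calcium signal and so more RGS4 inhibition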
Target sequence (P49798 whole entry, looked up): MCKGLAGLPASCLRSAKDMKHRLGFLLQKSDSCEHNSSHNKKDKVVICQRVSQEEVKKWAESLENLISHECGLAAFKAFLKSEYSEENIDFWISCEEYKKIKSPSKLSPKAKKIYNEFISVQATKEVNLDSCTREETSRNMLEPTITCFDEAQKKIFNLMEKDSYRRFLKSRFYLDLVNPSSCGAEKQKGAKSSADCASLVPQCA
TMEM16A act: mouse TMEM16A channel activation, primary screen | Q8BHY3 | HEK293 TMEM16A/YFP-H148Q/I152L, iodide quench fluorescence; active compounds read low | B-score at 10 µM | hit rate 0.3% among 340,000;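 active = fluorescence-ratio B-score plate-corrected deviation score at least 3 library SD below zero, with starting fluorescence score within 5 deviations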;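 note: channel opened by trigger with iodide after compound preincubation; score built on the fluorescence ratio of max minus min over baseline; more negative score means more quench and so TMEM16A activation or potentiation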
KCNQ1 inh: inhibitors of human KCNQ1 potassium channel. CHO-K1 KCNQ1, FluxOR thallium flux fluorescence; active compounds read high. B-score at 10 µM. hit rate 1.3% among 310,000;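 active = compounds whose thallium flux B-score, printed positive for inhibition, exceeds three library SD while starting fluorescence stays within three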;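 note: channel opened by potassium depolarization with thallium stimulus after 20 min compound exposure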
KCNQ1 pot: potentiators or activators of human KCNQ1 potassium channel; P51787; CHO-K1 KCNQ1, thallium flux FluxOR fluorescence; active compounds read high; B-score at 10 µM; hit rate 0.35% among 310,000;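 active = fluorescence ratio B-score, a plate-corrected score, at least three library SD, with initial intensity B-score within 5 SD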
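Material: CHO-K1 cells stably expressing KCNQ1. Medium: assay buffer for compound exposure, DMSO matched across wells. Reagent: K+/Tl+ depolarizing stimulus. Compound dosing: single-concentration screen. Times: 37 °C overnight plating, 90-min dark dye load, 20-min compound pretreatment. Technique: FluxOR Tl+ flux fluorescence.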
hERG protect: compounds protecting human hERG from proarrhythmic drug block. hit rate 0.51% among 310,000. CHO-hERG, FluxOR thallium flux, dofetilide IC70 present. activation (rescue from dofetilide block), less the hit threshold, % at 10 µM;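 active = activation above the mean of controls blocked by dofetilide plus 5 SD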;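 note: thallium influx through hERG after potassium depolarization seen as dye fluorescence rise; in these data hits start at about 4.7%; inactives centre near -7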
KCNK9 inh: blocks the human KCNK9 two-pore domain potassium channel; HEK293 KCNK9, FluxOR thallium flux fluorescence; active compounds read low; B-score at 10 µM; hit rate 1.2% among 310,000; AID 488922;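 active = ratio B-score over 3 SD below the library mean, with starting fluorescence within 5 SD of its mean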;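 note: negative B-score means less thallium flux so channel inhibition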
SKKanGAS inh: blocks kanamycin growth of S. pyogenes SKKanGAS strain; inhibition, % at 7.5 µM; hit rate 1.3% among 300,000; BacTiter-Glo, 6 h; AID 1662;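 active = mean replicate score, as percent of positive control median, at least 50; inconclusive = mean below 50 but one replicate at or above 50; inactive = mean and every replicate below 50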;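 note: strain carries kanamycin resistance gene driven by streptokinase promoter and grows in 40 µg/ml kanamycin; loss of luminescence reflects streptokinase promoter inhibition or plain growth inhibition; 0% = median of DMSO wells and 100% = positive control at its reference dose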
HDAC3 inh: inhibitors of human histone deacetylase 3; O15379; recombinant HDAC3, fluorogenic peptide/trypsin coupled, fluorescence; inhibition, % at 8.3 µM; hit rate 0.15% among 320,000; AID 2718; in the data active = inhibition above about 26%, passing the limit was not always enough; inconclusive = no clear call, values can overlap the other calls
Target sequence (O15379 whole entry, looked up): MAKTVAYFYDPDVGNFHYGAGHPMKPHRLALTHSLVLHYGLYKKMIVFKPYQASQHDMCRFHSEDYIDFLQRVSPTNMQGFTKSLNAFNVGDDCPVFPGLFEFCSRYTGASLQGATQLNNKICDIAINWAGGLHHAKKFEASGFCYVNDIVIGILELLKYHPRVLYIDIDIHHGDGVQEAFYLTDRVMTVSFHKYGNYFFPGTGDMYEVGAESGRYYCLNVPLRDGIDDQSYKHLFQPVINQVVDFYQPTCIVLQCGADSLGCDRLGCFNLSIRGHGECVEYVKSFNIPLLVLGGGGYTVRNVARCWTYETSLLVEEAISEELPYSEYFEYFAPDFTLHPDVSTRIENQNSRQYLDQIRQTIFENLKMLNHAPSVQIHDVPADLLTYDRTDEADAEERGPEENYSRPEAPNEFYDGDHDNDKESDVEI
Starred values were filed as active, the others as inactive.

For COCCN(C(=O)COC(=O)c1ccccc1NCc1ccco1)c1c(N)n(Cc2ccccc2)c(=O)[nH]c1=O the results were ANO1 block inactive, RGS4 act inactive, KCNK3 block inactive, RGS4 inh inactive, TMEM16A act inactive, KCNQ1 inh inactive, KCNQ1 pot inactive, hERG protect -11, KCNK9 inh inactive, SKKanGAS inh -5 and HDAC3 inh -19.
`O=C(NCCNC(=O)c1cc(F)cc(F)c1)c1cc(F)cc(F)c1` gave ANO1 block inactive, RGS4 act inactive, KCNK3 block inactive, RGS4 inh inactive, TMEM16A act inactive, KCNQ1 inh inactive, KCNQ1 pot inactive, hERG protect -5, KCNK9 inh inactive and SKKanGAS inh 0.
Screening Cc1ccc(NC(=O)CSc2nnc(-c3cccnc3)s2)cc1 returned ANO1 block inactive, RGS4 act inactive, KCNK3 block inactive, RGS4 inh inactive, TMEM16A act inactive, KCNQ1 inh inactive, KCNQ1 pot inactive, hERG protect -9, KCNK9 inh inactive, SKKanGAS inh -5 and HDAC3 inh -3.
Screening CC(=O)c1c(C)[nH]c(C(=O)CSc2nnc(-c3ccco3)o2)c1C returned ANO1 block inactive, RGS4 act inactive, KCNK3 block inactive, RGS4 inh inactive, TMEM16A act inactive, KCNQ1 inh inactive, KCNQ1 pot inactive, hERG protect -7, KCNK9 inh inactive, SKKanGAS inh 1 and HDAC3 inh -2.
Screening CC(=O)N(CCC(c1ccco1)C(C)C)Cc1ccc(OC(C)C)cc1 (configuration not stated) returned ANO1 block inactive, RGS4 act inactive, KCNK3 block inactive, RGS4 inh inactive, TMEM16A act inactive, KCNQ1 inh inactive, KCNQ1 pot inactive, hERG protect -16, KCNK9 inh -16*, SKKanGAS inh 5 and HDAC3 inh -11.
`CC1(C)CNc2cc([N+](=O)[O-])ccc2S1` gave ANO1 block inactive, RGS4 act inactive, KCNK3 block inactive, RGS4 inh inactive, TMEM16A act inactive, KCNQ1 inh inactive, KCNQ1 pot inactive, hERG protect -2, KCNK9 inh inactive, SKKanGAS inh 10 and HDAC3 inh 6.
Screening CCC1=C2CC[C@H]3C(=O)N(C)C(=O)[C@H]3[C@H]2[C@@]2(Cc3ccccc3)C(=NCC(=O)OC)OC(=O)N2C1=O returned ANO1 block inactive, RGS4 act inactive, KCNK3 block inactive, RGS4 inh inactive, TMEM16A act inactive, KCNQ1 inh inactive, KCNQ1 pot inactive, hERG protect -3, KCNK9 inh inactive, SKKanGAS inh 1 and HDAC3 inh 2.
Screening CSc1nc(-c2ccccc2)nc(N)c1C(C)=O returned ANO1 block inactive, RGS4 act inactive, RGS4 inh inactive, KCNQ1 inh inactive, KCNQ1 pot inactive, hERG protect -12, KCNK9 inh inactive, SKKanGAS inh -9 and HDAC3 inh -1.
Screening COc1ccc(C(=O)N/C(=C/c2cccs2)C(=O)NCCCn2ccnc2)cc1OC returned ANO1 block inactive, RGS4 act inactive, KCNK3 block inactive, RGS4 inh inactive, TMEM16A act inactive, KCNQ1 inh inactive, KCNQ1 pot inactive, hERG protect -3, KCNK9 inh inactive, SKKanGAS inh -11 and HDAC3 inh -1.
For COc1ccc(/C=C\C(=O)Oc2cccc(/C=N/NC(=O)Cc3ccc(OC)c(OC)c3)c2)cc1 the results were ANO1 block inactive, RGS4 act inactive, KCNK3 block inactive, RGS4 inh inactive, TMEM16A act inactive, KCNQ1 inh inactive, KCNQ1 pot inactive, hERG protect -7, KCNK9 inh inactive, SKKanGAS inh 28 and HDAC3 inh 2.
Screening NC(=O)NC(=O)CSc1nc2cc([N+](=O)[O-])ccc2n1-c1cccc(C(F)(F)F)c1 returned ANO1 block inactive, RGS4 act inactive, KCNK3 block inactive, RGS4 inh inactive, TMEM16A act inactive, KCNQ1 inh inactive, KCNQ1 pot inactive, hERG protect -11, KCNK9 inh inactive and SKKanGAS inh 98*.
`COc1ccc(NC(=O)c2cccc([N+](=O)[O-])c2)cc1` gave ANO1 block inactive, RGS4 act inactive, KCNK3 block inactive, RGS4 inh inactive, TMEM16A act inactive, KCNQ1 inh inactive, KCNQ1 pot inactive, hERG protect -14, KCNK9 inh inactive, SKKanGAS inh 6 and HDAC3 inh 3.
`Cc1ccc(NS(=O)(=O)c2ccc(C(=O)N3CCCN(C)CC3)cc2)cc1` gave ANO1 block inactive, RGS4 act inactive, KCNK3 block inactive, RGS4 inh inactive, TMEM16A act inactive, KCNQ1 inh inactive, KCNQ1 pot inactive, hERG protect -4, KCNK9 inh inactive, SKKanGAS inh -3 and HDAC3 inh -3.
`Cn1cc([N+](=O)[O-])c(C(=O)NCc2cc3ccccc3[nH]2)n1` gave ANO1 block inactive, RGS4 act inactive, KCNK3 block inactive, RGS4 inh inactive, TMEM16A act inactive, KCNQ1 inh inactive, KCNQ1 pot inactive, hERG protect -4, KCNK9 inh inactive, SKKanGAS inh -3 and HDAC3 inh -2.
Screening Cc1ccc(OCCC(=O)OCC(=O)NC(=O)NC2CCCCC2)cc1 returned ANO1 block inactive, RGS4 act inactive, KCNK3 block inactive, RGS4 inh inactive, TMEM16A act inactive, KCNQ1 inh inactive, KCNQ1 pot inactive, hERG protect -10, KCNK9 inh inactive, SKKanGAS inh -2 and HDAC3 inh 4.
For CC(=O)n1cc([C@H]2C=C(C(N)=O)O[C@@H](OCc3ccc(CO)cc3)C2)c2ccccc21 the results were ANO1 block inactive, RGS4 act inactive, KCNK3 block inactive, RGS4 inh inactive, TMEM16A act inactive, KCNQ1 inh inactive, KCNQ1 pot inactive, hERG protect -17, KCNK9 inh inactive, SKKanGAS inh -1 and HDAC3 inh -6.
For Cc1ccc(S(=O)(=O)NC(=O)c2cccc(C)c2)cc1 the results were ANO1 block inactive, RGS4 act inactive, KCNK3 block inactive, RGS4 inh inactive, TMEM16A act inactive, KCNQ1 inh inactive, KCNQ1 pot inactive, hERG protect 0, KCNK9 inh inactive, SKKanGAS inh 8 and HDAC3 inh -3.
Screening CCOc1ccccc1NC(=O)CSc1nnc2c(CC)c(C)nc(N)n12 returned ANO1 block inactive, RGS4 act inactive, KCNK3 block inactive, RGS4 inh inactive, TMEM16A act inactive, KCNQ1 inh inactive, KCNQ1 pot inactive, hERG protect -14, KCNK9 inh inactive, SKKanGAS inh -2 and HDAC3 inh 12.
CCCc1ccc2oc(C(=O)N(C)Cc3cnccn3)c(C)c2c1 was read as ANO1 block inactive, RGS4 act inactive, KCNK3 block inactive, RGS4 inh inactive, TMEM16A act inactive, KCNQ1 inh inactive, KCNQ1 pot inactive, hERG protect -10, KCNK9 inh inactive, SKKanGAS inh -19 and HDAC3 inh 3.
`Clc1nc(-c2ccccc2)c2ccccc2n1` gave ANO1 block inactive, RGS4 act inactive, KCNK3 block inactive, RGS4 inh inactive, TMEM16A act inactive, KCNQ1 inh inactive, KCNQ1 pot inactive, hERG protect -11, KCNK9 inh inactive, SKKanGAS inh -3 and HDAC3 inh -1.
For Cc1cc(C)c(C2=CSC3=NS(=O)(=O)CCN23)c(C)c1 the results were ANO1 block inactive, RGS4 act inactive, KCNK3 block inactive, RGS4 inh inactive, TMEM16A act inactive, KCNQ1 inh inactive, KCNQ1 pot inactive, hERG protect 7.7*, KCNK9 inh inactive, SKKanGAS inh -2 and HDAC3 inh -7.
For Cc1ccc(S(=O)(=O)NN2C(=O)c3ccccc3NC2c2ccccn2)cc1 (configuration not stated) the results were ANO1 block inactive, RGS4 act inactive, KCNK3 block inactive, RGS4 inh inactive, TMEM16A act inactive, KCNQ1 inh inactive, KCNQ1 pot inactive, hERG protect -10, KCNK9 inh inactive, SKKanGAS inh -12 and HDAC3 inh -13.
CSc1cccc(NC(=O)CN(c2cc(C)ccc2C)S(C)(=O)=O)c1 was read as ANO1 block inactive, RGS4 act inactive, KCNK3 block inactive, RGS4 inh inactive, TMEM16A act inactive, KCNQ1 inh inactive, KCNQ1 pot inactive, hERG protect -15, KCNK9 inh inactive, SKKanGAS inh -9 and HDAC3 inh -3.
For CSc1ccc(CN2CCCC(CNC(=O)c3ccc(F)cc3)C2)cc1 (configuration not stated) the results were ANO1 block inactive, RGS4 act inactive, KCNK3 block inactive, RGS4 inh inactive, TMEM16A act inactive, KCNQ1 inh inactive, KCNQ1 pot inactive, hERG protect -16, KCNK9 inh inactive, SKKanGAS inh -9 and HDAC3 inh inconclusive.
Screening COc1ccc(OC)c(NC(=O)c2cccnc2Sc2cc(C)ccc2C)c1 returned ANO1 block inactive, RGS4 act inactive, KCNK3 block inactive, RGS4 inh inactive, TMEM16A act inactive, KCNQ1 inh inactive, KCNQ1 pot inactive, hERG protect -6, KCNK9 inh -7.6*, SKKanGAS inh 1 and HDAC3 inh 13.
`CC(=O)c1cccc(NC(=O)Nc2nc(C)cc(C)n2)c1` gave ANO1 block inactive, RGS4 act inactive, KCNK3 block inactive, RGS4 inh inactive, TMEM16A act inactive, KCNQ1 inh inactive, KCNQ1 pot inactive, hERG protect -4, KCNK9 inh inactive, SKKanGAS inh -4 and HDAC3 inh -6.
Screening COc1ccccc1NS(=O)(=O)c1ccc(C(=O)NCC(c2ccccc2OC)N(C)C)cc1 (configuration not stated) returned ANO1 block inactive, RGS4 act inactive, KCNK3 block inactive, RGS4 inh inactive, TMEM16A act inactive, KCNQ1 inh inactive, KCNQ1 pot inactive, hERG protect -11, KCNK9 inh inactive, SKKanGAS inh 1 and HDAC3 inh -13.
`COc1ccc(C(=O)COC(=O)c2cc(=O)[nH]c3ccccc23)c(OC)c1` gave ANO1 block inactive, RGS4 act inactive, KCNK3 block inactive, RGS4 inh inactive, TMEM16A act inactive, KCNQ1 inh inactive, KCNQ1 pot inactive, hERG protect -19, KCNK9 inh inactive, SKKanGAS inh 7 and HDAC3 inh 0.
CC1CCN(C(=O)COC(=O)Cc2c[nH]c3ccccc23)CC1 was read as ANO1 block inactive, RGS4 act inactive, KCNK3 block inactive, RGS4 inh inactive, TMEM16A act inactive, KCNQ1 inh inactive, KCNQ1 pot inactive, hERG protect -11, KCNK9 inh inactive, SKKanGAS inh 39 and HDAC3 inh 2.
COc1ccc(NC(=O)CN2CCC(NC(=O)C3CCCCC3)CC2)cc1 was read as ANO1 block inactive, RGS4 act inactive, KCNK3 block inactive, RGS4 inh inactive, TMEM16A act inactive, KCNQ1 inh inactive, KCNQ1 pot inactive, hERG protect -12, KCNK9 inh inactive, SKKanGAS inh 0 and HDAC3 inh 3.
For Cc1cccc(N(Cc2ccccc2)C(=O)c2ccccc2F)c1 the results were ANO1 block inactive, RGS4 act inactive, KCNK3 block -9.4*, RGS4 inh inactive, TMEM16A act inactive, KCNQ1 inh inactive, KCNQ1 pot inactive, hERG protect -7, KCNK9 inh inactive, SKKanGAS inh -1 and HDAC3 inh 0.

Bioassay records from PubChem.
